Assay outcomes as filed in PubChem.
CHRM5 PAM – CHRM5 positive allosteric modulation. P08912. CHO-K1 hM5, Fluo-8 calcium, ACh EC20 PAM; 0% = ACh EC20, 100% = ACh EC100. activation, % at 3 µM. 0.3% of 360,000 active;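 active means activation above the run cutoff, the mean activation of all test compounds plus 3 SD, cut at about 18% in these data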
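system = human M5 receptor in CHO-K1 cells | reagent = EC20 acetylcholine as agonist stimulus | compound dosing = single-point, 3 µM nominal | incubation = Fluo-8 loading 80 min at 37 °C plus 30 min room temperature | detection = Fluo-8 calcium dye fluorescence, kinetic read | benchmarks = low control EC20 acetylcholine (0%), high control EC100 acetylcholine (100%)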
CHRM1 PAM – potentiates human M1 receptor response to acetylcholine; CHO-K1 hM1, Fluo-8 calcium fluorescence, ACh EC20; 0% = ACh EC20, 100% = maximal ACh; activation, % at 3 µM; 0.088% of 360,000 active; AID 588819; in the data active means activation above about 19%, passing the limit was not always enough
CHRM4 agonist – agonists of human muscarinic M4 receptor (CHRM4). activation, % at 3 µM. CHO-K1 hM4/Gqi5, Fluo-8 calcium fluorescence; vehicle 0%, full acetylcholine response 100%. 0.14% of 360,000 active. AID 624127. P08173;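 active means activation above the run mean over all test wells plus 3 SD, cut at about 32% in these data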;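 further: peak over basal fluorescence ratio per well then scaled between controls; 0% = DMSO wells and 100% = acetylcholine at EC100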
Target sequence (P08173 whole entry, looked up): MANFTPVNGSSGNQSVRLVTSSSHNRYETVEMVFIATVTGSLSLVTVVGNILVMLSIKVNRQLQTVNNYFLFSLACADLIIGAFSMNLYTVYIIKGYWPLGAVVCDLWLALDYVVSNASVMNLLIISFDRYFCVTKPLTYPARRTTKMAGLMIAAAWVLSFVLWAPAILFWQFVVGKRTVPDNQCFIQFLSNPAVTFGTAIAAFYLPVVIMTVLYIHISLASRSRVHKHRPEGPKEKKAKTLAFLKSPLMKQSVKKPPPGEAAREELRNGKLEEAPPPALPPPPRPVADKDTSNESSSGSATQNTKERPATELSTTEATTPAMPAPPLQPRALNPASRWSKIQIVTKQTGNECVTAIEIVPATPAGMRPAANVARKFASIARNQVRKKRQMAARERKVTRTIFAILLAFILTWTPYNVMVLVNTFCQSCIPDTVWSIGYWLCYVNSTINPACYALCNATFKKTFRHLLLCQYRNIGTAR
M5 ag – agonists of human muscarinic M5 receptor (CHRM5); AID 624037; P08912; CHO-K1 hM5 cells, Fluo-8 calcium fluorescence; 0% DMSO wells, 100% maximal acetylcholine response; activation, % at 3 µM; 0.19% of 360,000 active;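 active means activation above the run's mean over test compounds plus 3 SD, cut at about 23% in these data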;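 further: signal is peak over basal fluorescence ratio across the kinetic read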
CHRM1 antagonist – antagonists of human M1 muscarinic receptor | P11229 | CHO-K1 hM1, Fluo-8 calcium fluorescence, ACh EC80 antagonist | inhibition, % at 3 µM | 1.3% of 360,000 active;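 active means percent inhibition above its own plate's cutoff, namely the mean of that plate's compound wells plus 3 SD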;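 further: peak over basal fluorescence ratio during 140 s after agonist addition; 0% = ACh EC80 plus DMSO and 100% = DMSO alone without agonist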
CHRM4 antagonist – blocks acetylcholine activation of human M4 receptor | CHO-hM4 cells, ACh EC80, Fluo-8 calcium fluorescence | 0.73% of 360,000 active | AID 624125 | inhibition, % at 3 µM;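 active means inhibition above its plate's cutoff, the mean inhibition of sample wells plus 3 SD, cut at about 27% in these data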;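 further: 0% = acetylcholine EC80 with DMSO and 100% = DMSO without agonist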
TAAR1 ag – agonists of human TAAR1 | activation, % at 3 µM | CHO RD-HGA16 TAAR1, Fluo-8 calcium fluorescence; vehicle wells 0%, saturating PEA agonist 100% | 0.99% of 360,000 active;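 active means activation above the mean activation of all test compounds in the run plus 3 SD, cut at about 38% in these data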
Target sequence (Q96RJ0 whole entry, looked up): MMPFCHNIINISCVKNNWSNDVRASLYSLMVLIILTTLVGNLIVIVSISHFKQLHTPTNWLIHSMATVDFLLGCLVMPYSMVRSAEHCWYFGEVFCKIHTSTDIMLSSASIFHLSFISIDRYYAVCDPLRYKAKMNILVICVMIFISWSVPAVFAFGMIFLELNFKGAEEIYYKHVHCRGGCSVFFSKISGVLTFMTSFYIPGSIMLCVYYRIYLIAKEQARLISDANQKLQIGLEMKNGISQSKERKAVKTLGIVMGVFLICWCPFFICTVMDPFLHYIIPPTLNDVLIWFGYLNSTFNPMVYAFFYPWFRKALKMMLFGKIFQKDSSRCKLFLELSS
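test system = CHO RD-HGA16 cells carrying human TAAR1 plus Gα16 | schedule = 17-24 h seeding, 75 min 37 °C dye, 30 min RT | compound dosing = 3 µM single concentration | control set = DMSO and PEA EC100 | replicates = n 1 | signal = Fluo-8 fluorescence, 5 s baseline then 140 s kinetic read | measure = percent activation vs PEA EC100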
CHRM5 antagonist – CHRM5 antagonism in calcium assay; CHO-hM5 cells, Fluo-8 calcium fluorescence, ACh EC80; inhibition, % at 3 µM; 0.59% of 360,000 active;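 active means inhibition above a per-plate cutoff, the mean of that plate's test compounds plus 3 SD, cut at about 27% in these data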;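 further: 0% = acetylcholine EC80 with DMSO and 100% = DMSO without agonist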
M1 ag – activates human CHRM1 receptor; 0.33% of 360,000 active; activation, % at 3 µM; CHO-K1 hM1, Fluo-8 calcium fluorescence, agonist mode; 0% DMSO, 100% acetylcholine EC100; P11229; AID 588814;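 active means activation above the run's mean compound activation plus 3 SD, cut at about 16% in these data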;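 further: peak over basal fluorescence ratio within a 140 s kinetic read after compound addition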
Active calls of the source: *.

For COc1cc(S(=O)(=O)Nc2ccc(C)cc2)ccc1N=Cc1c(C)[nH]n(-c2ccc(C)cc2)c1=O the results were CHRM5 PAM -5, CHRM1 PAM -8, CHRM4 agonist 0, M5 ag 1, CHRM1 antagonist 6, CHRM4 antagonist 13, TAAR1 ag 0, CHRM5 antagonist 9 and M1 ag 1.
`Cc1ccccc1Cn1nc(C)c(NC(=O)c2nc3n(n2)C(C(F)F)CC(C)N3)c1C` (centres undefined) gave CHRM5 PAM 3, CHRM1 PAM 6, CHRM4 agonist 0, M5 ag -3, CHRM1 antagonist -11, CHRM4 antagonist -1, TAAR1 ag 3, CHRM5 antagonist -8 and M1 ag -3.
For COc1ccccc1/C=C/C(=O)NC(=S)N1CCN(C)CC1 the results were CHRM5 PAM -2, CHRM1 PAM 9, CHRM4 agonist 9, M5 ag -4, CHRM1 antagonist -19, CHRM4 antagonist -3, TAAR1 ag 4, CHRM5 antagonist 8 and M1 ag -4.
For O=C(O)c1cccc(Cn2c(Cl)c(/C=N/NC(=O)c3ccco3)sc2=O)c1 the results were CHRM5 PAM -5, CHRM1 PAM 3, CHRM4 agonist 0, M5 ag -4, CHRM1 antagonist -2, CHRM4 antagonist 17, TAAR1 ag 4, CHRM5 antagonist 18 and M1 ag -2.
`c1cnc(NC2CCCCCC2)nc1` gave CHRM5 PAM 7, CHRM1 PAM 1, CHRM4 agonist 0, M5 ag 2, CHRM1 antagonist 11, CHRM4 antagonist 2, TAAR1 ag 8, CHRM5 antagonist -6 and M1 ag -5.
`CCOc1ccc(NC(N)=O)cc1` gave CHRM5 PAM -1, CHRM1 PAM 17, CHRM4 agonist 0, M5 ag 4, CHRM1 antagonist -35, CHRM4 antagonist -3, TAAR1 ag 4, CHRM5 antagonist -5 and M1 ag 4.
For Nn1cnc2scc(-c3ccc(Cl)cc3)c2c1=O the results were CHRM5 PAM 2, CHRM1 PAM 11, CHRM4 agonist 0, M5 ag 0, CHRM1 antagonist -14, CHRM4 antagonist 2, TAAR1 ag 9, CHRM5 antagonist 2 and M1 ag -6.
`Cc1c(C(=O)N2CCCC(C)(C(=O)NS(=O)(=O)C3CC3)C2)oc2ccccc12` (centres undefined) gave CHRM5 PAM -5, CHRM1 PAM 13, CHRM4 agonist -1, M5 ag -1, CHRM1 antagonist -12, CHRM4 antagonist -6, TAAR1 ag 2, CHRM5 antagonist 5 and M1 ag 0.
COC(=O)c1ccc(S(=O)(=O)N2CCCN(Cc3cccc(Br)c3F)CC2)n1C was read as CHRM5 PAM -10, CHRM1 PAM -8, CHRM4 agonist 12, M5 ag 0, CHRM1 antagonist 14, CHRM4 antagonist 14, TAAR1 ag -2, CHRM5 antagonist 18 and M1 ag -3.
For COc1ccc(C(=O)c2sc(Nc3ccccc3)nc2C)cc1 the results were CHRM5 PAM -8, CHRM1 PAM -2, CHRM4 agonist 5, M5 ag -3, CHRM1 antagonist 3, CHRM4 antagonist -13, TAAR1 ag 16, CHRM5 antagonist 3 and M1 ag -5.
For CSCCC(NC(C)=O)C(=O)Oc1ccc2c3c(c(=O)oc2c1)CCCC3 (centres undefined) the results were CHRM5 PAM -11, CHRM1 PAM 5, CHRM4 agonist 1, M5 ag 1, CHRM1 antagonist -5, CHRM4 antagonist 4, TAAR1 ag 5, CHRM5 antagonist 12 and M1 ag -3.
Screening Cc1cc(C)c(OCCCCCn2ccnc2)c(C)c1 returned CHRM5 PAM 0, CHRM1 PAM -8, CHRM4 agonist 5, M5 ag -6, CHRM1 antagonist 14, CHRM4 antagonist 4, TAAR1 ag 12, CHRM5 antagonist 12 and M1 ag -5.
Screening Cc1cccc(C(=O)OC(C)C(=O)N2CCN(Cc3ccccc3)CC2)c1 (centres undefined) returned CHRM5 PAM -1, CHRM1 PAM -5, CHRM4 agonist 1, M5 ag 0, CHRM1 antagonist 6, CHRM4 antagonist -6, TAAR1 ag 0, CHRM5 antagonist 0 and M1 ag -4.
CCOC(=O)c1sc2nc(C)[nH]c(=O)c2c1C was read as CHRM5 PAM -3, CHRM1 PAM 11, CHRM4 agonist 1, M5 ag -3, CHRM1 antagonist -11, CHRM4 antagonist 5, TAAR1 ag 1, CHRM5 antagonist 14 and M1 ag -1.
For CCn1c(SCC(=O)Nc2ccccc2Cl)nnc1C1CC1 the results were CHRM5 PAM 0, CHRM1 PAM 6, CHRM4 agonist 1, M5 ag 0, CHRM1 antagonist -8, CHRM4 antagonist -9, TAAR1 ag 2, CHRM5 antagonist 8 and M1 ag -3.
`Cc1cc(C(=O)NN=C2CCCCCC2)c(C)o1` gave CHRM5 PAM -2, CHRM1 PAM -2, CHRM4 agonist 0, M5 ag -3, CHRM1 antagonist -14, CHRM4 antagonist -5, TAAR1 ag 1, CHRM5 antagonist 11 and M1 ag -3.
For O=C(Nc1nnc(S(=O)(=O)N2CCOCC2)s1)c1ccc(Cl)cc1 the results were CHRM5 PAM -4, CHRM1 PAM -6, CHRM4 agonist 8, M5 ag 3, CHRM1 antagonist 0, CHRM4 antagonist -2, TAAR1 ag 1, CHRM5 antagonist 2 and M1 ag 1.
For COCc1ccc(-c2c(-c3ccsc3)oc(=O)c3cc(OC)c(OC)cc23)cc1 the results were CHRM5 PAM -2, CHRM1 PAM -5, CHRM4 agonist 1, M5 ag 4, CHRM1 antagonist 2, CHRM4 antagonist 2, TAAR1 ag 2, CHRM5 antagonist 3 and M1 ag -1.
Screening Cn1cncc1COC(=O)c1ccc(Cl)cc1 returned CHRM5 PAM -2, CHRM1 PAM -2, CHRM4 agonist 2, M5 ag -6, CHRM1 antagonist 88*, CHRM4 antagonist -6, TAAR1 ag 2, CHRM5 antagonist 8 and M1 ag -6.
CC[C@@]1(C(=O)OC)N[C@H](CN(C)S(=O)(=O)c2ccc(C(F)(F)F)cc2)[C@@H]2C(=O)N(C)C(=O)[C@@H]21 was read as CHRM5 PAM 5, CHRM1 PAM 10, CHRM4 agonist 1, M5 ag -2, CHRM1 antagonist -12, CHRM4 antagonist -5, TAAR1 ag 0, CHRM5 antagonist -7 and M1 ag 0.
For Cc1ccc(Sc2ncccc2NC(=O)c2ccccc2Cl)cc1 the results were CHRM5 PAM 1, CHRM1 PAM 12, CHRM4 agonist 0, M5 ag -4, CHRM1 antagonist -21, CHRM4 antagonist -7, TAAR1 ag -1, CHRM5 antagonist 2 and M1 ag -1.
Screening Cc1ccc([C@@H]2CC=C(C(=O)O)[C@H](c3cccc(Cl)c3)N2S(=O)(=O)c2ccc(C)cc2)cc1 returned CHRM5 PAM -5, CHRM1 PAM 2, CHRM4 agonist 0, M5 ag -4, CHRM1 antagonist -6, CHRM4 antagonist -3, TAAR1 ag 5, CHRM5 antagonist 6 and M1 ag -6.
`COc1ccc(NC(=S)NCCN2CCC(C)CC2)cc1Cl` gave CHRM5 PAM 5, CHRM1 PAM 6, CHRM4 agonist 4, M5 ag -1, CHRM1 antagonist -7, CHRM4 antagonist -12, TAAR1 ag 10, CHRM5 antagonist -1 and M1 ag -6.
`COC(=O)c1[nH]c2ccccc2c1NC(=O)CN1CCN(c2cccc(OC)c2)C(C)C1` (centres undefined) gave CHRM5 PAM -10, CHRM1 PAM -2, CHRM4 agonist 7, M5 ag 1, CHRM1 antagonist 9, CHRM4 antagonist 4, TAAR1 ag 13, CHRM5 antagonist 8 and M1 ag -3.
`CCCCC(C(=O)NCCC(C)C)N(CCCN1CCOCC1)C(=O)c1snc(C(N)=O)c1N` (centres undefined) gave CHRM5 PAM -2, CHRM1 PAM 9, CHRM4 agonist 1, M5 ag -1, CHRM1 antagonist -7, CHRM4 antagonist 4, TAAR1 ag -1, CHRM5 antagonist -6 and M1 ag -7.
`CC/C=C/C(=O)N1CC2(CC(c3cccc(NC(=O)CC)c3)=NO2)C[C@H]1C(N)=O` (some centres undefined) gave CHRM5 PAM 3, CHRM1 PAM 3, CHRM4 agonist -1, M5 ag 2, CHRM1 antagonist 17, CHRM4 antagonist 3, TAAR1 ag 12, CHRM5 antagonist 13 and M1 ag 9.
C=CCC[C@@H](Cc1ccc(F)cc1)C(=O)OC[C@H](Cc1c[nH]c2ccccc12)NC(=O)[C@@H](CC=C)CC(=O)N(CCO)Cc1ccccc1 was read as CHRM5 PAM 0, CHRM1 PAM 2, CHRM4 agonist 5, M5 ag 3, CHRM1 antagonist 6, CHRM4 antagonist 21, TAAR1 ag 8, CHRM5 antagonist 12 and M1 ag -2.
Cc1ccc(S(=O)(=O)C2(C(=O)N3CCN(c4cc(C)ccc4C)CC3)CC2)cc1 was read as CHRM5 PAM -9, CHRM1 PAM 2, CHRM4 agonist 4, M5 ag -5, CHRM1 antagonist -6, CHRM4 antagonist -9, TAAR1 ag -2, CHRM5 antagonist 15 and M1 ag -2.
Screening COc1ccc(OC)c(NC(=O)c2cccc(N3C(=O)C4C5C=CC(C6CC56)C4C3=O)c2)c1 (centres undefined) returned CHRM5 PAM -13, CHRM1 PAM -18, CHRM4 agonist 14, M5 ag 4, CHRM1 antagonist 32, CHRM4 antagonist 2, TAAR1 ag 11, CHRM5 antagonist 2 and M1 ag 5.
`CCOc1cccc(C2C(C(=O)c3ccc(C)o3)=C(O)C(=O)N2c2nccs2)c1` (centres undefined) gave CHRM5 PAM 2, CHRM1 PAM 3, CHRM4 agonist 0, M5 ag -2, CHRM1 antagonist -16, CHRM4 antagonist 5, TAAR1 ag 2, CHRM5 antagonist -1 and M1 ag -1.
C=CCSc1nnc(-c2cc3c(s2)-c2ccccc2CC3)o1 was read as CHRM5 PAM -6, CHRM1 PAM -7, CHRM4 agonist 0, M5 ag -7, CHRM1 antagonist 5, CHRM4 antagonist 5, TAAR1 ag 5, CHRM5 antagonist 11 and M1 ag -2.
CCCCNC(=O)C1(C)CCCCCN1Cc1cccc2c(OC)cc(C(=O)OCC)cc12 (centres undefined) was read as CHRM5 PAM -2, CHRM1 PAM -5, CHRM4 agonist -1, M5 ag -2, CHRM1 antagonist 2, CHRM4 antagonist 14, TAAR1 ag 1, CHRM5 antagonist 2 and M1 ag -5.
Screening CCN(C(=O)CSc1nnc(-c2cccs2)n1N)c1c(N)n(Cc2ccccc2)c(=O)[nH]c1=O returned CHRM5 PAM 1, CHRM1 PAM 8, CHRM4 agonist -1, M5 ag 2, CHRM1 antagonist -1, CHRM4 antagonist -6, TAAR1 ag 2, CHRM5 antagonist 2 and M1 ag -3.
Screening Cc1ccc(NC(=O)CN2CCCCC2)c2c1CC(C)(C)O2 returned CHRM5 PAM 4, CHRM1 PAM 10, CHRM4 agonist 1, M5 ag -6, CHRM1 antagonist -3, CHRM4 antagonist 4, TAAR1 ag 18, CHRM5 antagonist -6 and M1 ag -12.

Reprinted at random: 2 compounds from above.
For COc1cc(S(=O)(=O)Nc2ccc(C)cc2)ccc1N=Cc1c(C)[nH]n(-c2ccc(C)cc2)c1=O the results were CHRM5 PAM -5, CHRM1 PAM -8, CHRM4 agonist 0, M5 ag 1, CHRM1 antagonist 6, CHRM4 antagonist 13, TAAR1 ag 0, CHRM5 antagonist 9 and M1 ag 1.
`c1cnc(NC2CCCCCC2)nc1` gave CHRM5 PAM 7, CHRM1 PAM 1, CHRM4 agonist 0, M5 ag 2, CHRM1 antagonist 11, CHRM4 antagonist 2, TAAR1 ag 8, CHRM5 antagonist -6 and M1 ag -5.

These rows are one share of the data (hit frequency here may not be typical).
